High-throughput results from PubChem BioAssay.
dFosB act – activators of delta FosB homodimer, primary screen, biochemical, fluorescence polarization, TAMRA-CDK5 oligo, single point; Protein FosB (Mus musculus), P13346; purified delta FosB; percent of positive-control signal above neutral wells; activation, % at 25 µM; 340,000 compounds, 0.99% hits; AID 493131, 2011;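 active = mean activation above about 17%, with every replicate also reaching it, limit read from the data, passing the limit was not always enough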;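 also: fluorescence polarization rise as delta FosB binds a TAMRA Cdk5 AP-1 oligo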
Rtt109 HAT inh – inhibitors of C. albicans Rtt109/Vps75 HAT, primary screen, biochemical, ThioGlo CoA-SH fluorescence, plate reader | Histone acetyltransferase RTT109 (Candida albicans (strain SC5314 / ATCC MYA-2876)), … | purified Rtt109/Vps75, 4 h | inhibition, % at 34.9 µM | 330,000 compounds, 0.16% hits | AID 540336, 2011;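 active = inhibition of at least 50% in every replicate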
CDK5 p35 inh – inhibitors of human CDK5/p35 kinase, primary screen, biochemical, single concentration; Cyclin-dependent kinase 5 (Homo sapiens) + Cyclin-dependent kinase 5 activator 1 (Homo …; 330,000 compounds, 0.01% hits; Recombinant CDK5/p35, ADP-Glo luminescence, 60 min; AID 488839, 2010; inhibition, % at 10 µM;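 active = highest replicate inhibition of at least 50% and at least 75% of replicates reaching 50%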;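 also: plate controls were DMSO neutral control for no effect and GW8510 at 10 µM for full effect; many of its hits are not listed in these tables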
Cardiac RTF inh – cardiac RTF calcium sensitivity inhibitors, primary screen, biochemical, IANBD-TnC fluorescence, EC70 calcium; Troponin I, cardiac muscle (Homo sapiens) + Troponin T, cardiac muscle (Homo sapiens) + …; IANBD-labeled cardiac RTF, Ca2+ fluorescence; inhibition, % at 7.15 µM; 340,000 compounds, 0.12% hits; AID 493244, 2011;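 active = inhibition above the mean inhibition of all tested compounds plus 3 SD, cut at about 17% in these data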;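 also: assay run at fixed EC70 calcium of 1.6 mM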
SUMO Mot1 rescue – yeast Mot1-301 growth rescue at high temperature, primary screen, SUMOylation pathway inhibitor project, S. cerevisiae, ATP luminescence, 38.5C; S. cerevisiae Mot1-301 growth rescue; percent above DMSO median, 100 means doubled; growth rescue, % at 18.8 µM; 320,000 compounds, 1% hits;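 active = every valid replicate shows activation above 250% relative to neutral control wells; inactive = the rest, any valid replicate at or below 250%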;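 also: OY570 slx delta 5 strain wells were the positive control but not used for scaling; some compounds called inactive have numbers as strong as hits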
Keap1-Nrf2 PPI – Keap1-Nrf2 protein-protein interaction inhibitors, primary screen, biochemical, fluorescence polarization, single point; Kelch-like ECH-associated protein 1 (Homo sapiens), Q14145; Keap1 Kelch-Nrf2 peptide fluorescence polarization, 1536-well; inhibition, % at 9.4 µM; 340,000 compounds, 0.15% hits; AID 504523, 2011; in the data active = inhibition above about 12%;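 also: human Keap1 Kelch domain with fluorescein labeled Nrf2 9mer peptide probe; 0% = neutral control wells and 100% = peptide positive control; higher means more block of Keap1 binding to Nrf2 peptide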
C-LANA FP – inhibitors of KSHV C-LANA binding to DNA, primary screen, biochemical, fluorescence polarization, FAM-LBS DNA, MBP-C-LANA, single point | inhibition, % at 9 µM | 340,000 compounds, 0.078% hits;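 active = highest replicate inhibition at or above 60% at 9 µM, even if other replicates fall short; inactive = all replicates below 60% inhibition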;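 also: 0% = neutral control wells and 100% = 4 µM acridine orange control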
PvdQ acylase – P. aeruginosa PvdQ acylase inhibitors, primary screen, biochemical, fluorescence, plate reader and imaging, single point. 340,000 compounds, 0.063% hits. purified PvdQ acylase. PvdQ acylase [Pseudomonas aeruginosa LESB58]. inhibition, % at 10 µM; in the data active = inhibition above about 30%, passing the limit was not always enough;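 also: 0% = vehicle neutral wells and 100% = reference inhibitor wells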
NSD2 inh – NSD2 histone methyltransferase inhibitors, primary screen, biochemical, AlphaScreen, single concentration, set 2 | Histone-lysine N-methyltransferase NSD2 (Homo sapiens), O96028 | NSD2 peptide methylation, 120 min | inhibition, % at 12.5 µM | 310,000 compounds, 0.54% hits | AID 743445, 2014; in the data active = inhibition above about 50%
RTF Ca sens act – cardiac RTF calcium sensitivity activators, primary screen, biochemical, IANBD-TnC fluorescence, EC20 calcium; IANBD-labeled TnC RTF fluorescence at EC20 calcium; 0% EC20 calcium, 100% full calcium; Troponin I, cardiac muscle (Homo sapiens) + Troponin T, cardiac muscle (Homo sapiens) + …; 340,000 compounds, 0.24% hits; activation, % at 7.2 µM;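 active = activation above the mean over all tested compounds plus 3 SD, cut at about 30% in these data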;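 also: rise in fluorescence read as greater calcium sensitivity of cardiac thin filaments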
PfHsp90 set2 – growth inhibition of PfHsp90-expressing yeast, primary screen, antimalarial PfHsp90 inhibitor project, S. cerevisiae, BacTiter-Glo luminescence, single point, set 2; BacTiter-Glo ATP, 48 h; yeast lacking PDR1 and PDR3 efflux regulators; inhibition, % at 9.4 µM; 310,000 compounds, 0.32% hits;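 active = every replicate shows inhibition above about 80%, whatever the replicate mean, limit read from the data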;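 also: 0% = DMSO neutral controls and 100% = 20 µM radicicol positive controls; yeast relying on Plasmodium falciparum Hsp90 in place of its own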
An asterisk follows results filed as active; . = not tested or not shown. Outcome played no part in choosing rows. Share with any hit: about 3.2%.

Keys: A = dFosB act; B = Rtt109 HAT inh; C = CDK5 p35 inh; D = Cardiac RTF inh; E = SUMO Mot1 rescue; F = Keap1-Nrf2 PPI; G = C-LANA FP; H = PvdQ acylase; I = NSD2 inh; J = RTF Ca sens act; K = PfHsp90 set2
C=CCN1C(=O)CSc2ccc(C(=O)NC(C)c3ccccc3)cc21 (stereo not given)
  A: -9	B: 7	C: -0.6	D: 0	E: 6	F: 1	G: -1.0	H: -8	I: -1	J: 2	K: 9
CCN1CCN(CCCNC(=O)CN2C(=O)c3cccnc3Oc3ccc(Cl)cc32)CC1
  A: 4	B: 6	C: 0.9	D: -5	E: -13	F: 3	G: -0.1	H: 11	I: 8	J: 0	K: 6
Cc1oc2c(c1C(=O)NCCO)CCCC2
  A: 0	B: -6	C: -0.1	D: 4	E: -9	F: 1	G: 0.1	H: -4	I: 1	J: -7	K: -2
O=C(Cc1ccccc1)NNC1CC(=O)N(c2ccccc2)C1=O (stereo not given)
  A: -12	B: 1	C: 0.1	D: -3	E: 20	F: 0	G: -0.5	H: -10	I: 1	J: 7	K: -33
Cc1ccc(NC(=O)CNc2cccc(S(=O)(=O)N3CCCCC3)c2)cc1F
  A: 0	B: .	C: 0.4	D: -18	E: 6	F: .	G: .	H: -17	I: 0	J: -6	K: -20
Clc1ccc(-c2cc(C3CCNCC3)[nH]n2)c(Cl)c1
  A: -2	B: -8	C: 1.4	D: .	E: 12	F: -6	G: -0.5	H: 4	I: -2	J: .	K: -1
O=c1[nH]c(/C=C\c2cccc(F)c2)nc(O)c1[N+](=O)[O-]
  A: -1	B: -8	C: -0.5	D: -16	E: 82	F: -5	G: -0.3	H: -23	I: 1	J: -3	K: -1
COc1cc(OC)cc(C(=O)NC(=S)N2CCCCC2c2cccnc2)c1 (stereo not given)
  A: -1	B: -8	C: 0.9	D: 0	E: 122	F: 0	G: 0.0	H: -19	I: .	J: 1	K: 21
Cc1cc(C)c(C(=O)O)c(Cl)n1
  A: -2	B: -3	C: -0.5	D: -5	E: -10	F: 2	G: -0.6	H: 6	I: -2	J: -1	K: .
COc1ccc(N(C)S(=O)(=O)c2cccc(C(=O)Nc3cc(OC)ccc3OC)c2)cc1
  A: -2	B: 1	C: 1.3	D: -1	E: -3	F: -5	G: 0.4	H: -5	I: 2	J: -2	K: -6
Cc1oc(-c2ccccc2F)nc1CSCC(=O)NC1CCC(C)CC1 (stereo not given)
  A: -11	B: 9	C: -2.2	D: -1	E: -4	F: -1	G: -2.2	H: -3	I: 7	J: 6	K: 47
Cc1ccc(C(C)(C)C)c(OCCCCN2CCCC2)c1
  A: -2	B: 6	C: -1.7	D: 0	E: -29	F: -8	G: 0.5	H: -4	I: 5	J: 1	K: 24
COc1ccc(S(=O)(=O)NCc2ccc3c(c2)OCO3)cc1OC
  A: -1	B: -1	C: 0.1	D: -1	E: -5	F: 0	G: -3.5	H: -4	I: 55*	J: -7	K: 2
CCOc1ncccc1C(=O)OCC(=O)NCCc1ccc(OC)cc1
  A: -8	B: -5	C: 1.8	D: 6	E: .	F: 1	G: 3.9	H: 6	I: -3	J: -3	K: 11
CC(C)NC(=O)c1cccc(C(F)(F)F)c1
  A: 0	B: -1	C: -1.5	D: -8	E: -1	F: -2	G: 0.4	H: -9	I: -3	J: 1	K: 25
COC(=O)c1cc(=O)n2c(-c3ccc(OC)cc3)csc2n1
  A: 0	B: -4	C: -0.6	D: -4	E: 1	F: -1	G: 0.9	H: -1	I: -2	J: 5	K: -9
Cc1cc(Cl)cc2sc(NC(=O)C3CC3)nc12
  A: -2	B: 5	C: 0.5	D: 1	E: 21	F: -1	G: 0.7	H: -7	I: .	J: 2	K: 1
CS(=O)(=O)N1CCC(C(=O)Nc2ccccc2)CC1
  A: 3	B: 5	C: -0.8	D: -22	E: -3	F: -2	G: 0.2	H: -5	I: 13	J: 1	K: -6
COc1cc(/C=N/NC(=O)CCOc2ccccc2C)cc(Br)c1O
  A: -2	B: 10	C: -1.4	D: -4	E: 35	F: 4	G: -0.8	H: -6	I: 4	J: 3	K: -26
O=C(CN1C(=O)NC2(CCCCCC2)C1=O)NCCc1ccc(F)cc1
  A: 1	B: -4	C: 1.0	D: -4	E: .	F: 0	G: 0.2	H: -13	I: -3	J: -3	K: -5
Cc1ccccc1C(=O)N1CCC(C(=O)OCc2nc(N)nc(Nc3ccccc3)n2)CC1
  A: -8	B: -2	C: -0.1	D: 2	E: 0	F: 1	G: 0.3	H: -5	I: 6	J: -2	K: .
O=C(NCCCN1CCOCC1)c1c(O)c2ccccc2[nH]c1=O
  A: -12	B: -18	C: -1.5	D: -4	E: 28	F: 2	G: -0.1	H: -7	I: -3	J: 3	K: .
N#Cc1cc(Oc2cccnc2)c(Oc2cccnc2)cc1C#N
  A: -3	B: -3	C: 0.7	D: -4	E: -9	F: 1	G: -2.2	H: -11	I: 0	J: 4	K: -2
Cc1ccc(S(=O)(=O)Nc2ccc(N3CCN(C)CC3)nc2)cc1
  A: 1	B: 8	C: -4.6	D: -1	E: 0	F: -2	G: 0.7	H: 0	I: 6	J: 8	K: -19
C=C(C)COc1ccc2c(C)c(CC(=O)N3C[C@H]4C[C@@H](C3)c3cccc(=O)n3C4)c(=O)oc2c1C
  A: -1	B: 1	C: 2.0	D: 5	E: 22	F: -1	G: -1.3	H: -2	I: .	J: -5	K: 14
C=CCOc1ccc(/C=C/C(=O)OCC(=O)NCCCc2ccccc2)cc1
  A: 0	B: -3	C: 0.4	D: -15	E: -10	F: -1	G: 0.8	H: -12	I: .	J: 4	K: 6
CN(C)/C=C(\C#N)S(=O)(=O)c1ccc(Cl)cc1
  A: -3	B: 1	C: 0.1	D: .	E: 13	F: -10	G: -0.4	H: -18	I: -1	J: .	K: -26
Cc1ccc(C)c(OCC(=O)N/N=C\c2cccn2C)c1
  A: -7	B: 2	C: 1.8	D: -1	E: 3	F: 3	G: 1.9	H: -1	I: -4	J: 1	K: -13
COc1ccc(-c2cccc(C(=O)Nc3cccc(C(=O)O)c3)c2)cc1
  A: -4	B: -15	C: -1.3	D: -3	E: 2	F: -7	G: -1.1	H: -11	I: 3	J: 1	K: -49
Cc1cc(C)n(-c2nc(-c3ccccc3)cs2)n1
  A: -8	B: -2	C: 1.0	D: -1	E: -5	F: -1	G: 1.1	H: -12	I: 1	J: -6	K: -10

Laid out differently: 3 of the compounds above
Structure,dFosB act,Rtt109 HAT inh,CDK5 p35 inh,Cardiac RTF inh,SUMO Mot1 rescue,Keap1-Nrf2 PPI,C-LANA FP,PvdQ acylase,NSD2 inh,RTF Ca sens act,PfHsp90 set2
COc1ccc(-c2cccc(C(=O)Nc3cccc(C(=O)O)c3)c2)cc1,-4,-15,-1.3,-3,2,-7,-1.1,-11,3,1,-49
CN(C)/C=C(\C#N)S(=O)(=O)c1ccc(Cl)cc1,-3,1,0.1,.,13,-10,-0.4,-18,-1,.,-26
N#Cc1cc(Oc2cccnc2)c(Oc2cccnc2)cc1C#N,-3,-3,0.7,-4,-9,1,-2.2,-11,0,4,-2

More records follow:
Keys: A = dFosB act; B = Rtt109 HAT inh; C = CDK5 p35 inh; D = Cardiac RTF inh; E = SUMO Mot1 rescue; F = Keap1-Nrf2 PPI; G = C-LANA FP; H = PvdQ acylase; I = NSD2 inh; J = RTF Ca sens act; K = PfHsp90 set2
Cc1ccc(N(Cc2cc3ccccc3[nH]c2=O)C(=O)c2cccs2)cc1
  A: -11	B: 3	C: 1.4	D: -6	E: -4	F: -1	G: 1.8	H: -14	I: -4	J: 0	K: -6
CC(C(=O)Nc1ccc(Cl)cc1)N1C(=O)NC2(CCCC2)C1=O (stereo not given)
  A: -3	B: 2	C: 0.0	D: 1	E: -3	F: 1	G: 0.2	H: 1	I: -5	J: -3	K: 0
COc1ccc(OC)c(NC(=O)c2nnn(CC(=O)Nc3ccc4c(c3)OCO4)c2N)c1
  A: 9	B: 13	C: -1.5	D: 4	E: 198	F: -2	G: 1.2	H: 11	I: 1	J: -1	K: -12
CC(C)S(=O)(=O)c1cnc(-c2ccccn2)nc1N
  A: -1	B: -8	C: -1.2	D: 6	E: -1	F: 2	G: 0.8	H: -21	I: 2	J: 2	K: 9
CCSc1nnc(Cc2cc(=O)[nH]c(=O)[nH]2)n1-c1cc(C)ccc1C
  A: -5	B: -2	C: 0.6	D: 3	E: 9	F: 6	G: 0.2	H: -5	I: -4	J: 2	K: 3
CCN1C(=O)/C(=C\c2cn(CCC#N)nc2-c2ccc(F)cc2)SC1=S
  A: -6	B: .	C: 0.2	D: -16	E: -55	F: -3	G: 1.1	H: -6	I: .	J: 2	K: -9
CCCCc1c(O)nc(N2CCN(Cc3ccccc3)CC2)[nH]c1=O
  A: 9	B: -3	C: 1.6	D: 3	E: -14	F: 3	G: -0.1	H: -9	I: 3	J: -7	K: .
CC(=O)Nc1ccc(S(=O)(=O)N(C)CC(=O)NC2CCCCCCC2)cc1
  A: -4	B: -7	C: -1.7	D: -4	E: -17	F: 3	G: -3.3	H: -6	I: -1	J: -11	K: -9
N#Cc1cc([N+](=O)[O-])c(-n2nnc3ccccc32)c([N+](=O)[O-])c1
  A: -5	B: -4	C: 2.0	D: -4	E: -1	F: 1	G: -0.4	H: -9	I: .	J: 4	K: -6
O=C(Nc1nc2ccccc2n1CCN1CCCC1)C1CCCCC1
  A: -3	B: 12	C: -1.1	D: -2	E: .	F: 2	G: -1.1	H: -9	I: 14	J: 9	K: -2
COc1cc2nc(CN(C)Cc3ccc(C(C)(C)C)cc3)[nH]c(=O)c2cc1OC
  A: -15	B: -15	C: -1.6	D: 3	E: -10	F: 2	G: -0.9	H: -10	I: 0	J: -2	K: -7
COc1ccc(C(=O)Nc2c(N)nc(SCC(=O)Nc3ccc(C(C)=O)cc3)[nH]c2=O)cc1
  A: 22*	B: -6	C: -2.4	D: 0	E: 5	F: -2	G: 0.2	H: -12	I: .	J: -4	K: -19
CCC(O)(C(=O)Nc1ccccc1C(F)(F)F)c1ccccc1OC (stereo not given)
  A: 2	B: -6	C: 0.8	D: -5	E: 10	F: 0	G: -5.6	H: 1	I: .	J: -5	K: -5
